# XBP1 UPR activ: activators of adaptive arm of unfolded protein response (XBP1); activation, % at 20 µM; CHO-XBP1 luciferase reporter, IRE1-XBP1 UPR activation, luminescence; percent of tunicamycin response, DMSO as zero; 330,000 compounds, 0.33% hits;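 active means versus positive control, 20 µM dose yields 30% or more activation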;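 further: 100% = tunicamycin at 10 µg/mL and 0% = DMSO only wells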
#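 Test system: CHO-XBP1 luciferase reporter cells | Buffer or medium: Serum-containing F12 medium, 10% FBS | Schedule: 6 h compound exposure at 37 °C, 5% CO2 | Detection: Steady-Glo luciferase glow luminescence, 10 min after reagent addition | Read-out basis: Activation, % of tunicamycin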
# Jurkat NFkB inh: inhibitors of the PMA/ionomycin-induced NF-kB reporter in Jurkat cells | PMA/ionomycin-induced NF-kB luciferase reporter, luminescence | inhibition, % at 4 µM | 330,000 compounds, 0.53% hits | AID 435003; in the data active means inhibition above about 50%
# Mdm2 MdmX PPI: disrupts the human Mdm2-MdmX interaction. 330,000 compounds, 3% hits. O15151+Q00987. AID 485346. SaOS-2 split-luciferase Mdm2/MdmX complementation, luminescence. inhibition, % at 8 µM;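 active means inhibition of at least 50% at 8 µM in the primary screen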
# CHOP UPR activ: apoptotic UPR (CHOP) activation | activation, % at 10 µM | CHO-CHOP luciferase reporter, luminescence; percent of tunicamycin response over DMSO baseline | 330,000 compounds, 0.34% hits;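 active means at 10 µM dose, activation of 40% or more, normalized to positive control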;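 further: 100% = tunicamycin at 10 µg/mL and 0% = DMSO alone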
#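 measured by = luciferase luminescence | assay system = CHO-CHOP cells, stable luciferase reporter of PERK-eIF2a-CHOP signalling | amount = 500 reporter cells seeded per well | timing = 6 h compound exposure at 37 °C after overnight seeding | controls = positive tunicamycin 10 µg/mL, negative DMSO alone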
# 697 NFkB inh: inhibitors of the PMA/ionomycin-induced NF-kB reporter in 697 B cells | 697 B-cell NF-kB luciferase reporter, 16 h | inhibition, % at 4 µM | 330,000 compounds, 0.33% hits; in the data active means inhibition above about 35%
# CCR6 antag: blocks CCL20-driven beta-arrestin recruitment at human CCR6. P51684. CHO-K1 CCR6 PathHunter beta-arrestin, luminescence, CCL20-stimulated. inhibition, % at 20 µM. 340,000 compounds, 0.49% hits. AID 493098;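 active means compounds whose inhibition of the agonist-driven luminescence signal at 20 µM reaches about 50%, limit read from the data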;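 further: cells stimulated with CCL20 at 14 nM final; plate controls were DMSO with CCL20 for no effect and DMSO without agonist for full effect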
# Target sequence (P51684 whole entry, looked up): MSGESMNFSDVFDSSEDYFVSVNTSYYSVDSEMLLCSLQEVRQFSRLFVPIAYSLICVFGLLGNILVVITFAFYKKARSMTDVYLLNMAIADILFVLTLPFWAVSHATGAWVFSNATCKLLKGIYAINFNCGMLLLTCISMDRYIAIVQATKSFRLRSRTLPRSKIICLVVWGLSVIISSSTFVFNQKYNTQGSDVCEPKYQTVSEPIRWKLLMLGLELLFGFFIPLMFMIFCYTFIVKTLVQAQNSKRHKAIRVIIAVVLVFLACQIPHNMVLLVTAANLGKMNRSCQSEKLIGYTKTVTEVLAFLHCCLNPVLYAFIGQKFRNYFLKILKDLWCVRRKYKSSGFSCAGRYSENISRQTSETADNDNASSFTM
# EBI2 block: blocks human EBI2 receptor beta-arrestin signaling; AID 651636; 360,000 compounds, 0.81% hits; P32249; EBI2 beta-arrestin recruitment, luminescence, 7a,25-OHC stimulated; inhibition, % at 5 µM; in the data active means inhibition above about 38%;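 further: enzyme fragment complementation signal reports receptor beta-arrestin coupling in cells; 0% = agonist plus DMSO wells and 100% = wells without agonist; some results beyond the cut were filed as inactive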
# Target sequence (P32249 whole entry, looked up, the tested form may be a part): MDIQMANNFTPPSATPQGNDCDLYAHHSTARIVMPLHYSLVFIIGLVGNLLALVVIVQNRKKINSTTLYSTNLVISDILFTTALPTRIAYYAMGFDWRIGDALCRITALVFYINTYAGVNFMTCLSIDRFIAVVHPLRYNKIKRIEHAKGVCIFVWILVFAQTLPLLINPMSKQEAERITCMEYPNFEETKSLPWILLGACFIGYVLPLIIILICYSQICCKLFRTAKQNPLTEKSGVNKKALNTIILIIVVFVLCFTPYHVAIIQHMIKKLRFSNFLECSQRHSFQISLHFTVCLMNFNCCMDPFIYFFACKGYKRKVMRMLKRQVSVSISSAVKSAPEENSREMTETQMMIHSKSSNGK
# Gli-Sufu block: blocks Gli-Sufu signaling in a luciferase reporter | 340,000 compounds, 0.74% hits | inhibition, % at 5 µM | Sufu-KO-LIGHT fibroblasts, Gli luciferase reporter luminescence;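 active means inhibition above about 55%, limit read from the data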;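 further: 0% = DMSO-treated cells and 100% = wells with medium but no cells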
# CXCR6 inh: blocks human CXCR6 beta-arrestin recruitment; O00574; CHO-K1 PathHunter CXCR6 beta-arrestin, luminescence; inhibition, % at 20 µM; 360,000 compounds, 0.36% hits; in the data active means inhibition above about 34%, passing the limit was not always enough;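 further: antagonist mode with CXCL16 agonist at 10 nM final; 0% = 10 nM CXCL16 with DMSO and 100% = unstimulated wells without agonist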
# Target sequence (O00574 whole entry, looked up): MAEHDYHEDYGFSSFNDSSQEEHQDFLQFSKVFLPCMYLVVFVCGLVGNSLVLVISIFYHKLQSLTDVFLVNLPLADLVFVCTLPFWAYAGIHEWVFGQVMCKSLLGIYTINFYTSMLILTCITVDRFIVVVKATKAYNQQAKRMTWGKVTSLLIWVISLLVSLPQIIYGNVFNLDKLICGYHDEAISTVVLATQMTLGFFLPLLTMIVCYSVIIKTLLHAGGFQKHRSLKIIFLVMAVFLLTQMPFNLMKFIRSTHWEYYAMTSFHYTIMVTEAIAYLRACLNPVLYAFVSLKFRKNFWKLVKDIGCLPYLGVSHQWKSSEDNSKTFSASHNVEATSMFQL
# An asterisk follows results filed as active; . = no result given.
# Below each compound: XBP1 UPR activ, Jurkat NFkB inh, Mdm2 MdmX PPI, CHOP UPR activ, 697 NFkB inh, CCR6 antag, EBI2 block, Gli-Sufu block, CXCR6 inh
- CCOc1ccccc1NC(=O)CNC(=O)N1CC(=O)Nc2ccccc21
  -3.9, -11.3, -3.2, -1.9, 4.2, 12.7, 0.2, -28.3, -4.4
- COc1cc2cncc(Cc3ccccc3)c2cc1O
  ., ., ., ., ., 4.0, 1.3, 0.2, 1.9
- C[C@H](CO)N1C[C@H](C)[C@@H](CN(C)S(=O)(=O)c2ccc(F)cc2)Oc2ccc(NC(=O)Cc3ccccc3)cc2C1=O
  -5.0, -3.5, -3.1, -2.1, 14.5, 10.7, -8.6, -9.5, 0.9
- Cc1ccccc1N1CCN(S(=O)(=O)Cc2ccccc2)CC1
  -7.6, -9.1, 29.4, -0.3, -23.7, 14.3, -0.1, -5.0, -3.9
- Cc1nc2ccc(S(=O)(=O)NC(C(=O)N3CCC(C)CC3)C(C)C)cc2s1 (stereo unspecified)
  -3.1, -2.0, 6.0, 1.0, -2.2, -1.6, -1.2, 1.5, 4.4
- O=C(NC1CCS(=O)(=O)C1)c1ccc(-c2ccc(Br)cc2)o1 (stereo unspecified)
  -6.0, -15.2, -28.7, 1.6, -44.8, -5.5, 0.6, -11.9, 1.2
- Cc1ccc2c(CN3CCCCC3C)cc(=O)oc2c1 (stereo unspecified)
  6.6, 13.4, -0.2, 2.1, 15.9, 22.4, 1.8, 1.7, -2.8
- CCCCSc1nnc(-c2c[nH]c3ccccc23)n1C
  3.8, -55.4, -18.4, 3.5, -49.3, 22.7, 2.6, -48.6, -6.8
- COc1ccccc1N1CCN(Cc2cc(=O)n3ccsc3n2)CC1
  0.4, -9.1, -7.8, -5.1, 2.1, -0.6, -7.0, 6.5, 11.0
- CCC(=O)NC(c1cccc([N+](=O)[O-])c1)c1c(O)ccc2ccccc12 (stereo unspecified)
  -5.4, 2.7, 21.4, 0.7, 0.9, 23.9, 8.8, 7.2, 2.2
- C/C(Cl)=C\CNC(C)c1ccccc1 (stereo unspecified)
  -2.6, 10.3, 14.5, 0.0, 12.3, 1.6, -4.3, 5.6, 6.3
- CCOc1ccccc1OCCOc1ccccc1OC(C)C
  -4.4, -8.5, -9.6, -0.1, 1.0, 49.0, 4.0, 6.0, -4.9
- O=C(NCCCO)c1cc([N+](=O)[O-])cc2c1C=Cc1ccccc1O2
  2.3, 10.3, -2.5, 0.5, 10.5, 5.1, -3.6, 5.4, -15.4
- O=C(c1ccc(N2C(=O)C3CCCCC3C2=O)cc1)N1CCCCC1 (stereo unspecified)
  1.0, 8.6, -11.8, 2.5, 2.1, 4.6, -18.4, 4.8, -4.7
- COc1ccc(CC(=O)OCC(=O)NCc2ccc(C)cc2)cc1OC
  -2.9, 8.8, 9.2, 1.3, -9.6, 11.2, -5.0, 1.9, -0.6
- CC(NC(=O)CNC(=O)c1cccc(Cl)c1)c1ccccc1 (stereo unspecified)
  0.6, -58.2, -13.7, -0.2, -29.5, 4.3, -0.5, 5.6, -0.7
- N#C/C(=C\c1ccc(Sc2nc3ccccc3[nH]2)o1)c1ccccc1
  0.6, 12.0, 21.6, 2.1, -22.7, 8.4, 11.2, 3.5, -5.2
- O=C(COc1ccccc1)NCc1cccs1
  -1.0, -10.8, 2.4, 2.2, -6.3, -1.5, -11.7, 2.2, 2.0
- OCCC1CN(Cc2ccc(-n3cccn3)cc2)CCN1Cc1ccccc1 (stereo unspecified)
  -1.6, -2.2, -9.2, 0.2, 6.5, 1.4, -6.8, 11.9, -0.2
- S=C(NCCCN1CCOCC1)Nc1ccc(Nc2ccccc2)cc1
  -0.2, -16.5, -24.6, 1.0, 5.9, 10.6, -2.4, 10.1, -0.1
- CC(=O)c1ccc(NC(=O)NCc2ccc(F)cc2)cc1
  2.2, -5.4, -11.6, -0.6, -0.8, 1.0, 1.9, -7.2, -5.0
- CCOC(=O)c1cc(C(O)(C(F)(F)F)C(F)(F)F)c(/N=C/N(C)C)o1
  2.3, -0.6, 3.3, -0.8, -38.2, -3.2, -3.7, 2.4, -2.8
- CC(=N\NC(=O)c1cc(Br)ccc1O)/C(=N/O)C(=O)Nc1ccccc1
  -2.5, -6.2, 36.7, 0.8, 1.6, -7.7, 5.8, -1.1, -2.7
- CCC(C(=O)NC1CCCCC1)n1c(SCc2cccc(F)c2)nc2ccncc21 (stereo unspecified)
  -1.5, 12.2, 22.5, 2.6, 5.2, 15.7, 2.9, -14.7, 6.8
- O=C(Nc1ccccc1C(F)(F)F)C1CCN(C(=O)c2cccs2)CC1
  2.6, 5.9, -25.7, -2.0, 11.0, 11.6, 1.3, -17.1, -3.7
- COc1ccc(-c2noc(N3CCCC(C(=O)Nc4ccc(C(C)=O)cc4)C3)n2)cc1 (stereo unspecified)
  -1.6, -26.9, 9.6, 9.0, -90.8, 9.1, -2.8, -26.2, -17.2
- CCOc1cc2[nH]c(=S)n(Cc3ccc(C(=O)NCCCOC)cc3)c(=O)c2cc1OCC
  -3.6, -42.0, -10.0, 0.9, -26.8, -2.1, 6.8, 4.2, -5.3
- COc1cccc2c1C(CCCC(=O)O)CCC2 (stereo unspecified)
  ., ., ., ., ., 1.9, 4.6, 1.1, -2.9
- CCOC(=O)c1cc(S(=O)(=O)N2CCCC2)cn1C
  -5.6, 9.6, 12.2, -0.1, 4.6, 1.7, -6.5, 0.3, 6.6
- Cc1ccc(C)c(NC(=O)C2CCCN(S(=O)(=O)c3c(C)nn(C)c3C)C2)c1 (stereo unspecified)
  -3.7, 9.5, 5.9, 1.5, 6.6, 9.2, -5.2, -6.8, -0.3
- CC1(c2cc(C(F)(F)F)n3nc(C(=O)O)cc3n2)CC1
  0.0, 0.5, -48.2, 0.9, -3.7, -0.7, -3.8, 0.5, -3.0
- CC1CCC(NC(=O)CN(C)S(=O)(=O)c2cccc3cccnc23)CC1 (stereo unspecified)
  0.0, 23.4, -12.6, 0.6, 6.8, 4.7, 2.5, 2.9, -0.6
- Cc1cc(S(=O)(=O)N2CCN(c3ccccc3O)CC2)c(C)s1
  -1.5, 12.3, -6.4, -1.1, 2.6, 3.0, -11.0, 2.7, -4.9
- Cc1c(N(C(=O)CNC(=O)c2ccccc2)C2(C(=O)NC3CCCCC3)CCCCC2)c(=O)n(-c2ccccc2)n1C
  -1.9, 2.2, 2.9, 1.9, -4.3, -10.8, -1.0, -6.3, 5.4
- O=C(c1ccc(CS(=O)c2cccc(Cl)c2)o1)N1CCOCC1 (stereo unspecified)
  -5.6, 1.6, -7.9, 2.2, -2.4, 4.6, -6.6, -10.0, -8.3
- COC(=O)C(C)Oc1ccc(Oc2nc(Cl)ccc2Cl)cc1 (stereo unspecified)
  0.9, -0.7, 23.6, 1.4, 6.6, -5.8, 7.5, -6.4, -0.5
- Cc1ccc(C(=O)N/C(=C\c2cccs2)C(=O)N2CCOCC2)cc1C
  -3.4, 9.2, -3.0, 0.6, -12.7, 3.7, 1.3, 8.1, 6.3
- CN(C)S(=O)(=O)c1ccc(NC(=O)C2CC(=O)N(Cc3ccccc3)C2)cc1 (stereo unspecified)
  -0.7, 0.0, -15.6, -0.1, 13.5, 3.5, 4.1, -8.8, 2.5
- O=C(Nc1cnn(Cc2c(Cl)cccc2Cl)c1)c1ccc([N+](=O)[O-])cc1
  -0.9, -29.4, -11.1, 4.9, -25.5, 4.8, -5.2, -24.3, 2.8
- CC(=O)Nc1ccc(NC(=O)c2ccc(N(C)S(=O)(=O)c3ccc(C)cc3)cc2)cc1
  -6.3, 22.2, 9.8, -1.6, -11.2, -2.4, 3.4, -3.0, -6.0
- Cc1ccc2cc(CN(C(=O)c3cccnc3)C(C)C)c(=O)[nH]c2c1
  0.3, -11.9, 16.9, 2.8, 14.1, -9.3, -3.5, 0.2, 1.2
- Cc1ccccc1Nc1c(-c2ccncc2)nc2ccc(Br)cn12
  -1.8, -3.2, 47.4, 0.0, -0.3, 0.8, 17.6, -0.4, -1.3
- CN(C(=O)COC(=O)CCc1c[nH]c2ccccc12)c1ccccc1
  0.2, -3.1, -27.3, -0.2, -7.7, 13.2, 11.8, -9.9, 3.4
- Nc1cc(C(=O)OCC(=O)NCc2ccco2)ccc1Cl
  -5.1, 11.6, 20.0, 0.3, 2.9, 10.9, -1.3, 8.6, -0.9
- C#CCOC(=O)c1ccccc1C(=O)N(CC)CC
  1.7, 10.4, 2.9, 0.3, 30.6, -2.7, -1.4, 1.2, -4.7
- CO/N=C/CC(=O)c1ccc([N+](=O)[O-])c(CS(=O)(=O)c2ccc(Cl)cc2)c1
  -3.3, -2.6, 15.3, 0.7, 11.2, 20.9, -6.8, 2.9, 9.8
- Cc1cc(F)ccc1NC(=O)c1cc(S(=O)(=O)N2CCCC2)cn1C
  -1.6, 18.8, 14.0, 1.5, 27.0, 3.6, -6.4, 21.5, 7.1
- COc1cc(OC)c(NC(=S)NCc2ccccc2)cc1Cl
  -1.9, 3.2, -9.4, 0.9, 18.3, 7.9, -4.4, 5.3, -8.0
- O=[N+]([O-])c1ccc(-c2ccc(C=Nc3cccc4ccccc34)o2)cc1
  1.4, -7.2, 19.2, -1.1, -67.2, 11.1, 4.3, -13.8, -13.6
- COc1ccc(-c2noc(CCCC(=O)NCc3ccco3)n2)cc1OC
  -0.5, -3.1, 3.4, -2.6, 2.0, 7.1, 7.7, 2.4, 4.0

# Arranged by heavy-atom count (ascending): part of the list above
# Below each compound: XBP1 UPR activ, Jurkat NFkB inh, Mdm2 MdmX PPI, CHOP UPR activ, 697 NFkB inh, CCR6 antag, EBI2 block, Gli-Sufu block, CXCR6 inh
- Nc1cc(C(=O)OCC(=O)NCc2ccco2)ccc1Cl
  -5.1, 11.6, 20.0, 0.3, 2.9, 10.9, -1.3, 8.6, -0.9
- Cc1ccccc1Nc1c(-c2ccncc2)nc2ccc(Br)cn12
  -1.8, -3.2, 47.4, 0.0, -0.3, 0.8, 17.6, -0.4, -1.3
- Cc1cc(F)ccc1NC(=O)c1cc(S(=O)(=O)N2CCCC2)cn1C
  -1.6, 18.8, 14.0, 1.5, 27.0, 3.6, -6.4, 21.5, 7.1
- COc1ccc(-c2noc(CCCC(=O)NCc3ccco3)n2)cc1OC
  -0.5, -3.1, 3.4, -2.6, 2.0, 7.1, 7.7, 2.4, 4.0

# Continuation:
# Below each compound: XBP1 UPR activ, Jurkat NFkB inh, Mdm2 MdmX PPI, CHOP UPR activ, 697 NFkB inh, CCR6 antag, EBI2 block, Gli-Sufu block, CXCR6 inh
- COc1ccc([C@H](NC(=O)OC(C)(C)C)C(=O)OC(C)(C)C)cc1
  -1.6, 12.7, 14.3, 1.4, 18.0, 10.9, -20.7, 2.4, -4.1
- CCCCn1c(N)c(N(CCC(C)C)C(=O)C2CC(=O)N(c3cccc(SC)c3)C2)c(=O)[nH]c1=O (stereo unspecified)
  3.1, 6.0, -2.0, -0.7, -5.5, 10.7, -17.5, -13.9, 6.9
- CCc1nn(CC(=O)N2CCC(C)CC2)c(=O)c2cccn12
  -5.4, 19.1, 17.3, -1.5, 0.3, 3.6, 7.7, -0.7, -1.1
- Cc1ccc(NC(=O)Cn2cc(C=O)c3ccccc32)cc1
  -2.4, 10.1, 17.8, -1.9, -6.8, 9.3, 4.4, 7.7, 0.8
- COc1cccc2c1C(=O)c1ccc3ccccc3c1C2=O
  1.6, -12.8, -19.5, 2.4, -5.0, -9.4, 3.4, -33.0, 0.1
- COc1cccc(OCc2cc(C(=O)NCCc3cccc(C)n3)no2)c1
  -0.2, 18.5, 12.2, 1.2, 2.4, 5.6, 5.1, -1.7, -10.7

# Bioassay records deposited in PubChem by Sanford-Burnham Center for Chemical Genomics.
